CCR6 antagonist = CCR6 (human) receptor antagonism; P51684; CHO-K1 CCR6 PathHunter beta-arrestin, luminescence, CCL20-stimulated; inhibition, % at 20 µM; 0.49% of 340,000 active;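 active means compounds whose inhibition of the agonist-driven luminescence signal at 20 µM reaches about 50%, limit read from the data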;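 further: cells stimulated with CCL20 at 14 nM final; plate controls were DMSO with CCL20 for no effect and DMSO without agonist for full effect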
tim23-1 inh = inhibits growth of tim23-1 mutant yeast; S. cerevisiae tim23-1 growth, BacTiter-Glo luminescence, 24 h; inhibition, % at 20 µM; 1.3% of 330,000 active; AID 463212;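 active means growth inhibition of the mutant yeast at or above 50%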;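 further: temperature-sensitive mutant grown at 25 °C; plate controls were DMSO-treated mutant yeast for no effect and medium wells lacking yeast for full effect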
EBI2 block = blocks human EBI2 receptor beta-arrestin signaling. P32249. EBI2 beta-arrestin recruitment, luminescence, 7a,25-OHC stimulated. inhibition, % at 5 µM. 0.81% of 360,000 active. AID 651636; in the data active means inhibition above about 38%;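 further: enzyme fragment complementation signal reports receptor beta-arrestin coupling in cells; 0% = agonist plus DMSO wells and 100% = wells without agonist; some results beyond the cut were filed as inactive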
CXCR6 inh = CXCR6 (human) receptor inhibition | CHO-K1 PathHunter CXCR6 beta-arrestin, luminescence | O00574 | 0.36% of 360,000 active | inhibition, % at 20 µM; in the data active means inhibition above about 34%, passing the limit was not always enough;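 further: antagonist mode with CXCL16 agonist at 10 nM final; 0% = 10 nM CXCL16 with DMSO and 100% = unstimulated wells without agonist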
Mdm2 MdmX PPI = inhibitors of human Mdm2/MdmX interaction; O15151+Q00987; AID 485346; inhibition, % at 8 µM; SaOS-2 split-luciferase Mdm2/MdmX complementation, luminescence; 3% of 330,000 active;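 active means inhibition of at least 50% at 8 µM in the primary screen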
Target sequence (O15151 whole entry, looked up): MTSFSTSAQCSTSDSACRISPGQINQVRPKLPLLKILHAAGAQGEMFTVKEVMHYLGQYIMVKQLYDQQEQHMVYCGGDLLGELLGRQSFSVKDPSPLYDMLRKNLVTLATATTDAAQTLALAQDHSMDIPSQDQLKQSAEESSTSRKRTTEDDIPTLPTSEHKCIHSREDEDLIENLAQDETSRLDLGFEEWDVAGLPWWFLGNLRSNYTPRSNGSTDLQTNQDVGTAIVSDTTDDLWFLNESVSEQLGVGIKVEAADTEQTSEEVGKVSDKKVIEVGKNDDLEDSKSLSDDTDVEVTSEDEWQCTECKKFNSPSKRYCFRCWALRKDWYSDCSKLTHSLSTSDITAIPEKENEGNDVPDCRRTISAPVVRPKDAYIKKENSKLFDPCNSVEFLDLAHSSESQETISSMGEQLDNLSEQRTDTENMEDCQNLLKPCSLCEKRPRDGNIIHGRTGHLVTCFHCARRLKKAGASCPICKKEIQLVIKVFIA
Target sequence (Q00987 whole entry, looked up): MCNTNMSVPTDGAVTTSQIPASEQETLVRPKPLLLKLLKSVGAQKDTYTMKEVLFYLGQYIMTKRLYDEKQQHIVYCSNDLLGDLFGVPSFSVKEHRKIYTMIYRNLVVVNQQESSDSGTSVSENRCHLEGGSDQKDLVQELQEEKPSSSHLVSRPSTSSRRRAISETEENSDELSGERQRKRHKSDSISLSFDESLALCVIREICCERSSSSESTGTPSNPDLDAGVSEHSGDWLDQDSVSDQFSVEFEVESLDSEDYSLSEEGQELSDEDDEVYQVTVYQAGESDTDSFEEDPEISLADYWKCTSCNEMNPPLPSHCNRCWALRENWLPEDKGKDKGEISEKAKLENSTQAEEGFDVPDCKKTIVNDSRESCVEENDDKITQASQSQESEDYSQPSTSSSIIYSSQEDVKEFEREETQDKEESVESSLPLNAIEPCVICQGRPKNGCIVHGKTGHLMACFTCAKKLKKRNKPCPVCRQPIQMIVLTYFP
APJ ag = activates the human apelin receptor APJ; P35414; CHO-K1 APJ PathHunter beta-arrestin, luminescence; 0% DMSO wells, 100% apelin; activation, % at 20 µM; 0.11% of 330,000 active; AID 2520;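 active means activation more than six SD over the plate average, tested at 20 µM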;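 further: 0% = DMSO alone and 100% = apelin-13 at 10 nM; some results filed as inactive read as strong as hits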
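Material: CHO-K1 APJ beta-arrestin complementation cell line; Input: cell density 1000 per well; Incubation: compound stimulation 90 min at 25 °C, detection 60 min; Signal: luminescence from split beta-galactosidase complementation, Galacton Star/Emerald II substrate; Controls: DMSO-only wells as negative, 10 nM Apelin-13 as positive control.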
UPR CHOP act = apoptotic UPR (CHOP) activation; CHO-CHOP luciferase reporter, luminescence; percent of tunicamycin response over DMSO baseline; AID 449763; 0.34% of 330,000 active; activation, % at 10 µM;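 active means at 10 µM dose, activation of 40% or more, normalized to positive control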;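 further: 100% = tunicamycin at 10 µg/mL and 0% = DMSO alone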
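Test system: CHO-CHOP cells, stable luciferase reporter of PERK-eIF2a-CHOP signalling | Quantity: 500 CHO-CHOP cells per well | Buffer or medium: F12 plus 10% serum | Compound dosing: 10 µM single point, 0.5% DMSO | Schedule: 6 h compound treatment, 37 °C | Signal: Luciferase luminescence | Control set: Tunicamycin high control, DMSO low control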
APJ antagonist = antagonists of human APJ apelin receptor; CHO-K1 APJ beta-arrestin complementation, luminescence; AID 2521; inhibition, % at 20 µM; 0.32% of 330,000 active;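 active means inhibition above about 40% at 20 µM, limit read from the data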;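 further: cells challenged with 10 nM apelin-13 agonist together with compound; plate controls were apelin-13 plus DMSO wells for no effect and DMSO wells lacking apelin-13 for full effect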
XBP1 UPR activ = adaptive UPR (XBP1) activation | CHO-XBP1 luciferase reporter, IRE1-XBP1 UPR activation, luminescence; percent of tunicamycin response, DMSO as zero | activation, % at 20 µM | 0.33% of 330,000 active | AID 463104;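 active means versus positive control, 20 µM dose yields 30% or more activation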;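 further: 100% = tunicamycin at 10 µg/mL and 0% = DMSO only wells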
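Material – CHO cell line with stable XBP1 luciferase reporter · Buffer or medium – F12 plus 10% FBS · Compound – single point, 20 µM final compound, 1% DMSO · Schedule – 16-18 h cell attachment at 37 °C, then 6 h compound exposure · Signal – Steady-Glo luminescence read · Benchmarks – high control tunicamycin 10 µg/mL final, low control DMSO vehicle only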
The depositor's hits bear a star; x = not tested or not shown; & = joins results of further samples.

SMILES	CCR6 antagonist	tim23-1 inh	EBI2 block	CXCR6 inh	Mdm2 MdmX PPI	APJ ag	UPR CHOP act	APJ antagonist	XBP1 UPR activ
COc1cccc(-c2c(C(=O)N/N=C/c3sccc3C)nnn2-c2nonc2N)c1	2.3	21.9	2.3	8.8	32.3	1.0	-2.9	18.1	-6.8
C=CCC(C#Cc1ccccc1)N(C)C (stereo unspecified)	-19.3	8.3	-19.7	-3.5	4.4	-3.9	-1.6	-3.6	-2.6
CCOC(=O)c1ccc2c(c1)nc(SCC(=O)N1CCOCC1)n2CC	0.3	-1.3	-9.4	-2.7	-8.4	-1.4	0.9	9.4	-2.2
CCOc1cc(C(=O)N/N=C/c2ccoc2)cc(OCC)c1OCC	6.0	11.9	-2.2	-5.8	5.6	-3.1	0.3	11.6	-1.0
O=C(Nc1ccc(F)cc1)C1CCN(C(=O)c2ccc([N+](=O)[O-])cc2)CC1	4.0	11.3	0.4	-1.9	-34.1	-1.2	-1.9	0.9	-1.4
CCOC(=O)N1CCN(S(=O)(=O)CCNC(=O)c2ccc(F)cc2)CC1	6.2	6.5	-4.1	-14.0	-2.3	-3.8	1.5	3.3	-0.2
COc1ccc(CNC(=O)Cn2nc(C)c3c(C)n(-c4ccc(C)cc4)nc3c2=O)cc1OC	15.4	-7.2	-5.4	0.3	26.9	-4.0	0.3	7.8	-2.3
COc1ccc(CNC(NC(=O)c2ccccc2)(C(F)(F)F)C(F)(F)F)cc1	2.1	15.5	-5.1	-8.9	11.3	-1.1	0.0	0.3	-2.5
CC(C)(C)c1nn(-c2ccccc2)c2[nH]c(=O)c(CNCc3ccc4c(c3)OCO4)cc12	9.9	33.3	4.1	16.3	91.7*	-2.4	1.8	-3.2	11.1
Cc1ccc([N+](=O)[O-])cc1NC(=S)NC(=O)c1cccs1	16.0	-15.6	-11.7	16.5	61.9*	-3.3	2.1	26.4	-1.8
O=C(COC(=O)c1cccc(C(F)(F)F)c1)NCc1ccccc1	11.8	-8.5	-5.0	-2.5	10.1	-4.5	-0.3	-3.4	1.1
CCOC(=O)N1CCN(C(=S)NC(=O)c2ccc(F)cc2)CC1	-10.4	11.8	x	x	-5.2	-0.3	3.0	2.9	2.4
COc1ccccc1NC(=O)C(C)OC(=O)c1ccc(-n2cnnn2)cc1 (stereo unspecified)	1.3	-3.1	1.8	-9.7	8.6	-0.9	1.8	-0.6	-2.9
COc1ccccc1C(=O)NC(=Nc1nc2ccccc2o1)NC(=O)c1ccccc1OC	8.0	14.0	3.3&-28.9	9.8&-6.7	87.5*	9.7	-4.8	4.9	-4.9
Cc1ccc(-n2ncc3c2CC(C)(C)CC3NC(=O)c2c(C)noc2C)cc1 (stereo unspecified)	-5.2	29.6	-3.1	-3.2	25.4	-5.7	-1.2	10.2	-2.7
Cc1cc(C(=O)Nc2cccc(NC(=O)c3ccco3)c2)ccc1[N+](=O)[O-]	2.4	0.4	-4.1	-1.6	36.9	6.4	1.4	-30.5	0.8
Nc1ccccc1Nc1cccc(C(F)(F)F)c1	8.7	7.4	-2.1	-15.5	27.4	1.6	1.4	1.5	0.6
CSc1ccc(C(c2c(C(=O)O)[nH]c3ccccc23)c2c(C(=O)O)[nH]c3ccccc23)cc1	5.0	2.6	-6.6	-9.4	-23.0	1.0	0.9	-4.0	-4.5
Nc1cc2c(cc1Cl)N(Cc1ccccc1)C(=O)CO2	5.8	8.6	-4.0	4.4	25.5	-1.9	3.2	-26.4	6.2
COCCNC(=O)Cn1nc(-c2ccc(Cl)cc2)c2ccccc2c1=O	9.4	-7.3	-8.4	3.3	23.9	-4.7	-0.2	9.0	-5.6
COC(=O)c1ccc(S(=O)(=O)NCc2ccccc2)n1C	-2.0	4.8	-1.9	-1.4	5.7	-2.4	5.7	-15.3	-4.1
C/C(CC(=O)NC1CCCC1)=N\NC(=O)Cc1csc(N)n1	15.7	1.0	3.6	-5.1	3.8	-3.3	1.6	6.0	-0.4
Cc1ccccc1S(=O)(=O)Nc1nc2ccccc2nc1N1CCc2ccccc2C1	7.2	23.2	-0.2	3.9	-10.7	0.3	2.4	-13.2	2.1
Cc1cc(C)n(CCNC(=O)CCc2nnc(CCc3ccccc3)o2)n1	7.1	2.4	17.7	-3.4	-18.3	-1.7	-2.5	5.9	-0.4
COc1cccc(-c2nnc(NC(=O)CCS(=O)(=O)c3ccc(C)cc3)o2)c1	4.2	26.9	-9.5	-0.2	38.1	-8.0	1.6	15.8	-0.3
CCCCCCCCCCS(=O)(=O)N/N=C/c1ccc(O)cc1	-18.4	-21.5	-9.3	9.5	-10.0	-3.2	-0.3	7.3	1.8
COCCN(CCOC)Cc1c(O)ccc2c1O/C(=C\c1ccco1)C2=O	-6.5	18.6	-4.5	-3.8	8.6	-2.1	-1.5	6.8	0.3
O=C(COc1ccc2ccccc2c1)N1CCCC1	-15.4	19.8	33.1	2.0	8.9	4.7	4.8	-12.2	4.4
Cc1ccc2[nH]c3c(c2c1)CN(C(=O)CN(C)CC1OCCO1)CC3	0.8	7.0	4.2	1.5	0.8	-0.1	-3.7	-12.9	-0.3
O=C(Cn1cnc2c(OCc3ccccc3)ncnc21)NCc1ccc2[nH]ccc2c1	-0.1	0.9	2.3	-4.3	-0.3	-1.0	-0.8	-2.9	-1.3
Cc1ccc(-c2nnn(CC(=O)N3CCCCC3)n2)c(-n2cnnn2)c1	-13.9	2.5	-7.7	11.4	0.7	-3.7	-2.3	-26.5	-1.0
O=C(CNC(=S)N(Cc1ccccc1Cl)C1CCCC1)NCCN1CCOCC1	4.3	5.9	5.9	-0.6	16.2	-0.5	-0.5	-4.0	-1.1
Cc1cc(C=C2C(=O)CCCC2=O)c(C)n1-c1ccccc1	11.8	18.9	-1.3	2.1	4.1	-11.9	-2.5	-4.5	-2.2
CC1=CCP(=O)(c2ccccc2)C1 (stereo unspecified)	-10.9	8.7	1.3	2.1	-6.9	-3.6	-3.9	-22.9	4.3
NC(=S)N/N=C/c1ccc(/C=N/NC(N)=S)cc1	-4.3	16.4	-5.1	5.3	-5.8	9.4	-0.5	1.6	0.1
Cc1ccc(OCC(O)CNC2CCCC2)c(C)c1 (stereo unspecified)	-1.7	-4.6	-2.9	-10.0	3.6	-3.2	-1.3	15.2	-2.4
CCn1c(SC/C=C/c2ccccc2)nnc1-c1cnccn1	5.7	38.6	-5.9	5.8	1.9	-3.7	1.0	7.9	2.3
N/C(=N\S(=O)(=O)c1cc(C(F)(F)F)cc(C(F)(F)F)c1)c1ccncc1	9.5	5.2	-5.1	6.8	9.5	12.3	-2.5	-22.3	-3.0
Cc1scc(C(=O)Nn2cnnc2)c1-c1ccccc1	4.3	3.4	2.1	-4.2	-11.6	-2.0	-1.6	-5.0	1.1
Cc1nc(C)c(N)c(=O)[nH]1	-1.1	-5.0	1.3	2.7	-13.8	-2.7	0.8	9.2	-1.2

Arranged by formula weight (low to high): three of the compounds above
SMILES	CCR6 antagonist	tim23-1 inh	EBI2 block	CXCR6 inh	Mdm2 MdmX PPI	APJ ag	UPR CHOP act	APJ antagonist	XBP1 UPR activ
Cc1ccc(OCC(O)CNC2CCCC2)c(C)c1 (stereo unspecified)	-1.7	-4.6	-2.9	-10.0	3.6	-3.2	-1.3	15.2	-2.4
Cc1cc(C=C2C(=O)CCCC2=O)c(C)n1-c1ccccc1	11.8	18.9	-1.3	2.1	4.1	-11.9	-2.5	-4.5	-2.2
CCn1c(SC/C=C/c2ccccc2)nnc1-c1cnccn1	5.7	38.6	-5.9	5.8	1.9	-3.7	1.0	7.9	2.3

(cont.)
SMILES	CCR6 antagonist	tim23-1 inh	EBI2 block	CXCR6 inh	Mdm2 MdmX PPI	APJ ag	UPR CHOP act	APJ antagonist	XBP1 UPR activ
Brc1cccc(CSc2nnc(-c3ccncc3)o2)c1	-4.5	-12.6	2.0	-7.7	29.8	2.1	-2.7	-9.2	-1.5
COC(=O)Cn1c(=NC(=O)C2CC2)sc2c(C)cc(C)cc21	16.4	33.3	0.4	-4.6	0.7	-3.7	-0.6	4.1	-0.9
O=C(NCc1ccccc1Cl)C1CCN(c2cnccn2)CC1	9.1	4.1	2.2	1.4	2.6	-3.0	-1.4	-4.2	1.4
COc1ccc(S(=O)(=O)Oc2ccc3ccccc3c2)cc1	4.5	5.0	-5.2	5.9	-18.5	-1.9	3.7	-7.7	0.1
COC(=O)c1sccc1OC(C)C(C)=O (stereo unspecified)	-8.3	7.3	3.9	4.3	10.4	-4.1	-4.1	-8.4	1.9
CCc1ccc(CN(C)C(=O)CC2C(=O)NCCN2Cc2ccoc2)cc1 (stereo unspecified)	4.7	22.5	1.2	-4.4	-2.7	-2.7	-0.7	-15.7	1.2
COCCN1C(=O)C(O)=C(C(=O)c2cccs2)C1c1ccccc1 (stereo unspecified)	-4.3	8.0	-8.5	-9.0	-5.0	-0.6	1.2	2.1	0.6
COc1ccc(-c2csc(NC(=O)Cc3ccccc3F)n2)cc1OC	6.4	31.9	7.5	-7.9	23.6	5.5	2.2	-0.8	1.0
O=C(NCCc1ccccc1)C(=O)NCC(c1ccco1)N1CCOCC1 (stereo unspecified)	1.9	2.4	-5.7	-3.8	-5.5	-1.3	-0.2	9.2	0.1
Cc1cc(-c2nnc(CCC(=O)N(C)C(C)c3cccs3)o2)no1 (stereo unspecified)	7.5	3.4	1.9	-5.0	-9.3	-3.4	12.4	-16.3	1.6
CCCCC(C(=O)O)C(C)CC(=O)Nc1nncs1 (stereo unspecified)	6.5	3.5	6.9	-1.3	-1.6	-0.3	0.6	2.3	3.6
O=C1NC(=O)C(c2ccccc2)(c2ccc(O)cc2)N1 (stereo unspecified)	6.6	12.4	-3.0	-6.0	5.4	-3.5	0.4	2.1	-0.3
CCCCCCN(C(=O)CCCCCN1C(=O)NC(c2ccc([N+](=O)[O-])cc2)C(C(=O)OCc2ccccc2)=C1C)C(C(=O)NCCCC)c1ccc(OCC(=O)OC)c(C(=O)OC)c1 (stereo unspecified)	x	11.7	x	x	34.1	-1.4	3.2	17.8	-3.8
Cc1ccc(-n2c(C)cc(C)c(C#N)c2=O)cc1	10.2	13.4	-2.2	0.3	-13.4	2.2	-1.4	8.4	-0.4
O=C(N/N=C/C(Cl)=C/c1ccc([N+](=O)[O-])cc1)C(=O)Nc1ccc(C(=O)O)cc1	5.4	-18.3	8.0	-22.3	12.2	1.5	0.3	-40.6	-1.2
Cn1nc(C(=O)NCc2ccccc2)c2ccccc2c1=O	-3.8	8.3	0.7	0.3	34.0	3.8	4.6	20.7	-3.1
CCC(Sc1ccc(C(=O)O)cc1)C(=O)O (stereo unspecified)	5.9	7.8	-1.0	1.7	10.8	0.1	-0.9	-15.4	1.5
O=C(Nc1ncn[nH]1)c1cccc(S(=O)(=O)N2CCOCC2)c1	0.5	15.2	-2.9	1.9	0.5	0.0	-1.2	0.9	-2.4
O=C(NCC1CCCO1)c1ccccc1-c1nc(-c2ccccc2Cl)no1 (stereo unspecified)	-2.2	11.5	-14.1	0.3	-4.9	-3.6	0.3	12.8	0.5

Source: PubChem (Sanford-Burnham Center for Chemical Genomics)

This is a subset; count on the stated rates, not on these rows.
